Source: PubChem BioAssay
KDM5B inhibitor – blocks human KDM5B histone demethylase activity. Q9UGL1. KDM5B demethylase, FDH-coupled NADH fluorescence (FDH is formaldehyde dehydrogenase). Potency, µM (titrated, usually from 57.7 µM), without a hit: at the highest dose activity change, negative = inhibition, hits mostly inhibitors. 220,000 compounds, 2.6% hits. AID 1347165; active = well fitted inhibition curve with a large enough effect; inconclusive = small, poorly fitted or top-dose-only effect; inactive = no such curve, though single readings can be large or run the other way; also: 0% is about no effect; nearly all actives have a fitted effect of over 70% in size
Target sequence (Q9UGL1 whole entry, looked up): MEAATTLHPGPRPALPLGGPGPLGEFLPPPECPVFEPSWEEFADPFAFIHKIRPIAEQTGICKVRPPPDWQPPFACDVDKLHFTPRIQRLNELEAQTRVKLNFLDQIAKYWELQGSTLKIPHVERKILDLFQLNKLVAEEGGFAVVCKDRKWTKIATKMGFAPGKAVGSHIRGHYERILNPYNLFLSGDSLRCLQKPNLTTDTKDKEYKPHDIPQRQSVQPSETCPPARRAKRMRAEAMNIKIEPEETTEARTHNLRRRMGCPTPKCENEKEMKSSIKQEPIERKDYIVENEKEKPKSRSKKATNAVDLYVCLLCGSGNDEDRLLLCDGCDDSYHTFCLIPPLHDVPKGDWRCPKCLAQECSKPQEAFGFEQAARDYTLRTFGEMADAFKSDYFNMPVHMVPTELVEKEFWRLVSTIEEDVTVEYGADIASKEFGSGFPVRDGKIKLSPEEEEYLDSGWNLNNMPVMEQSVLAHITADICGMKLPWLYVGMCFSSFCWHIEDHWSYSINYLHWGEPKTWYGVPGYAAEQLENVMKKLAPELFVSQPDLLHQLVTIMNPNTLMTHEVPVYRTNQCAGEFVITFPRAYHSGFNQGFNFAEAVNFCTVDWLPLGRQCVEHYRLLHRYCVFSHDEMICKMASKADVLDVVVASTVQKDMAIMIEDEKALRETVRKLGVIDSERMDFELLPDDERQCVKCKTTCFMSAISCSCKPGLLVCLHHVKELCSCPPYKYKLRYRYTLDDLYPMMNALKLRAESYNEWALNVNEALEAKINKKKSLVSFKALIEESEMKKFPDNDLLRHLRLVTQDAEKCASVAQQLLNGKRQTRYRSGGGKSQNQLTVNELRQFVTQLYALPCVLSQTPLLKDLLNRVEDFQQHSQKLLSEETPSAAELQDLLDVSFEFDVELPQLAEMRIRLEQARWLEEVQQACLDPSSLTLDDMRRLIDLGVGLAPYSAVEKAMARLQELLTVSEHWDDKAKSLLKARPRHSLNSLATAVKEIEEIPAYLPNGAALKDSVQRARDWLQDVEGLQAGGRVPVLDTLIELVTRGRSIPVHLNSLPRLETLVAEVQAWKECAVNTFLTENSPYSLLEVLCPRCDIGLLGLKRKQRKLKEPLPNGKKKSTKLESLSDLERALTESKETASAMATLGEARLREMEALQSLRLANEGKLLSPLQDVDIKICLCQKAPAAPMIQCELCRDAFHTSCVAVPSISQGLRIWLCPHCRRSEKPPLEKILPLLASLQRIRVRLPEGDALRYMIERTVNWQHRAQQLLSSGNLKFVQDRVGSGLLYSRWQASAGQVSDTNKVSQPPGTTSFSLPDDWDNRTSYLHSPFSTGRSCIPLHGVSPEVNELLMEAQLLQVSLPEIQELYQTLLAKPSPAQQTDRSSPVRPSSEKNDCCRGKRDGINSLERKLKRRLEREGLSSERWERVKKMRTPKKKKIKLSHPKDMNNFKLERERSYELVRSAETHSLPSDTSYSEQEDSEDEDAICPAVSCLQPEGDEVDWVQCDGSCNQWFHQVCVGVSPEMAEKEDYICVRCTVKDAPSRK
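Inhibition is measured as reduced NADH fluorescence generation from FDH coupling to formaldehyde release. Truncated KDM5BΔAP at 200 nM final acts on H3K4me3 peptide (12.5 µM in substrate mix) in pH 7.5 HEPES buffer with Tween-20, 30 min, room temperature.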
Active calls of the source: *; i = inactive; ? = inconclusive; [ ] = another dose, or the depositor's remark. Potency is read from the fitted curve at half-maximal effect.

SMILES	KDM5B inhibitor
CCOC(=O)c1c(S(=O)(=O)NCC(=O)Nc2cccc(CC)c2)c(C)n(C)c1C	6%
CCn1cc(-c2ccccc2)cc1C(=O)NCc1ccccn1	-14%
O=C1NCCCCCCN(Cc2ccncc2)[C@@H]2CN(Cc3ccncc3)CC[C@H]12	?
CC(=O)Nc1ccc(C)cc1S(=O)(=O)N1CCCCCC1c1cccs1 (stereo unspecified)	6%
CC(C)Oc1ccc(C(=O)/C(=C\c2cccnc2)c2nc3ccccc3o2)cc1	?
CCn1cc(C(=O)N2CC(=O)N(CCc3ccccc3)CC(OCc3cccc(OC)c3)C2)cn1 (stereo unspecified)	6%
Cc1ccccc1N(C)C1CN([S+](=O)([O-])c2cccs2)C1	-22%[86.2 µM]
Cc1ccccc1-c1nnc(CN2CCN(c3cc(Cl)ccc3C)CC2)o1	-21%
Cc1nc(S(=O)(=O)N2CCC(C)CC2)c(C#N)c(C)c1Cl	18%
NC(=O)CCS(=O)(=O)CCN1CCN(S(=O)(=O)c2ccccc2)CC1	20%
O=C(Nc1ccccc1-c1ccccc1)c1ccccc1Cl	-20%
CN(Cc1ccccc1)C(=O)CN1C(=O)NC(C)(c2ccc(C(C)(C)C)cc2)C1=O (stereo unspecified)	-16%
Cc1oc(C23CC4CC(CC(C4)C2)C3)cc1C(=O)NC1CCOC1=O (stereo unspecified)	-17%
CCOc1ccccc1C(=O)N1CCC(c2n[nH]c(=O)n2Cc2ccc(OC)cc2)CC1	-8%
CC(C)(C)c1cc(C(=O)N2CCCC2)nn2cccc12	-19%[149 µM]
CCC(=O)N(C1CCOCC1)C1CCN(Cc2ccc(OC)c(OC)c2)CC1	-19%
CC(C)C(=O)Nc1ccc(Cl)cc1F	11%
Cc1ccccc1C(=O)N1CCN(c2ccc([N+](=O)[O-])c(-n3nc(C)c4ccccc4c3=O)c2)CC1	9%
COc1ccc(S(=O)(=O)N2C[C@@H]3C[C@H](C2)c2ccc(NS(=O)(=O)c4cccs4)c(=O)n2C3)cc1	?
CCCCSCCCNC(=O)C1CCN(Cc2nc(-c3cccc(Br)c3)oc2C)CC1	4%
O=C(O)CCc1ncc(-c2ccccc2F)o1	21%
O=C(NC[C@H]1OC[C@@H](NC2CCC(F)(F)CC2)[C@@H]1O)N1CCOCC1	6%[86.2 µM]
Cc1ccc(NC(=O)CS(=O)(=O)c2nc(-c3ccc(C)cc3)cn2-c2ccc(C)cc2)cc1	-17%
CC(=O)c1cc(-c2ccccc2)n(CCC(=O)Nc2nc3c(C)cccc3s2)c1C	-22%
Cc1ccc(NC(=O)Cc2c(C)nc3nc(-c4cccs4)nn3c2C)c(C)c1	?
Remaining list, next part
SMILES	KDM5B inhibitor
N#Cc1cccc(C(=O)Nc2ccc([C@H]3OCC(=O)N(Cc4ccc(F)cc4)[C@@H]3CO)cc2)c1	9%
Cc1ccc(NC(=S)N(C)C)cc1C	31%
C=CCn1c(-n2nc(C)cc2C)nc2c1c(=O)n(CCN1CCOCC1)c(=O)n2C	12%
N#Cc1nc(COc2ccccc2)oc1NCc1ccccc1Cl	?
Cn1c(=O)oc2cc(S(=O)(=O)N3CCCC(C(=O)N4CCN(c5ccccc5F)CC4)C3)ccc21 (stereo unspecified)	1%
O=C(Nc1ccc2c(c1)N(C1CCCC1)C(=O)c1ccccc1S2)c1ccccc1F	?
O=C(Nc1ccnn1C1CCN(Cc2ccccc2F)CC1)C1CCCC1	-5%
O=c1c2sccc2ncn1Cc1coc(-c2cccc(F)c2)n1	0%
CCN(CC)C(=O)c1cccc2c1CCN2C(=O)Nc1cccc(C)c1	-18%
Cc1cn(C)c(CC(=O)Nc2ccc(F)cc2Cl)c1C(=O)O	-19%
CCc1ccc2oc(-c3cccc(NC(=O)c4ccc([N+](=O)[O-])o4)c3)nc2c1	-2%
CC1(CBr)C2CCC1(CBr)c1nc3cc(Cl)c(Cl)cc3nc12 (stereo unspecified)	6%
N#CC1(NC(=O)CSc2ncccn2)CCCC1	11%
CCCNc1ncnc2c1c(-c1ccccc1)cn2-c1ccccc1	?
O=C(Cn1nnc(-c2cccc(F)c2)n1)N(Cc1cccs1)c1ccc2c(c1)OCCO2	11%
CCc1cccc(NC(=O)N2CCC(OC3CCN(S(C)(=O)=O)CC3)CC2)c1	-9%
O=C(OCC(=O)c1c[nH]c2ccccc12)c1ccccc1C(=O)c1ccc(Cl)c([N+](=O)[O-])c1	10%
CN(C)[C@@H]1CN(Cc2cccn2C)CC[C@@H]1CNC(=O)C1CC1	-14%
COc1ccc(C2Nc3ccccc3-c3nnc(SC)nc3O2)cc1C (stereo unspecified)	25%
O=C(c1ccn(COc2ccccc2)n1)N1CCN(Cc2ccc(Cl)cc2)CC1	3%
CCCCn1c(=O)nc2n(-c3ccc(F)cc3)c3ccccc3cc-2c1=O	?
Cc1ccsc1C(=O)N1CCC(C2CCN(S(C)(=O)=O)CC2)C1 (stereo unspecified)	-15%
O=C(Nc1ccc(-c2nnc3n2CCCC3)cc1)c1ccc(Cl)cc1	20%
CCN(CC)C(=S)SCC(=O)Nc1ncc2c(n1)CC(C)(C)CC2=O	17%
Cc1nnc(SCC(=O)c2ccc(F)c(F)c2)n1Cc1ccccc1	-27%
(further entries)
SMILES	KDM5B inhibitor
O[C@@H]1C[C@@H](c2nc(-c3cccnc3)no2)N(Cc2cccs2)C1	?
CCNc1c(NS(=O)(=O)c2cccc(F)c2)c(=O)oc2ccccc12	-5%
CN(Cc1cccnc1)C(=O)CCC[C@H]1NC[C@@H]2C[C@H]1CN(Cc1ccccc1)C2	?
CN(Cc1cccc(F)c1)c1ccc(S(N)(=O)=O)cn1	-2%
CCN(CC)C(=O)[C@@H](C)C1CC[C@@]2(C)Cc3sc(Nc4c(Cl)cccc4Cl)nc3[C@@H](C)[C@@H]2[C@H]1O (stereo partly specified)	-27%
CSCC(=O)N1CC[C@H](NC(=O)NC2CCCCC2)[C@H]1C(=O)N[C@H](Cc1ccccc1)C(N)=O	-27%
COc1ccc(CCNc2nc3ccc(C)cc3n3cnnc23)cc1OC	-18%
Cc1ccc(S(=O)(=O)NCC2CN(Cc3ccccc3)CCO2)c(Br)c1 (stereo unspecified)	21%
CCOP(=O)(OCC)C(NC(=O)NS(=O)(=O)c1ccc(C)cc1)c1ccccc1 (stereo unspecified)	-2%
O=C(CN1C(=O)CCC1=O)N1CCC(CCOc2ccccc2F)C1 (stereo unspecified)	-11%
CCCc1c(C(=O)N/N=C(/C)c2ccncc2)nnn1-c1nonc1N	-5%
CCOC(=O)c1cc(S(=O)(=O)N2CCN(c3ccc(OC)cc3)CC2)[nH]n1	-26%
O=C(C1CC(=O)N(c2ccc(Cl)cc2)C1)N1CCCCCC1 (stereo unspecified)	-13%
Cn1cc(-c2nc(N3CCOCC3)cc3c2CN(CC2CC2)C3=O)cn1	i
CN1Cc2ccc(NCc3ccccc3)nc2C(C)(C(=O)NC2CCC2)C1 (stereo unspecified)	6%[86.2 µM]
CN(C)Cc1ccc(CNC(=O)c2nccnc2N)cc1	i
O=C(C1CC(=O)N(c2n[nH]c3ccccc23)C1)N1CCN(CCc2ccccn2)CC1 (stereo unspecified)	-13%
Cc1cc2c(cc1S(=O)(=O)N(CCN(C)C)Cc1ccccc1)OCC(=O)N2	-13%
Cc1cccc(NC(=O)Cn2nc3n(c2=O)CCCC3)c1	15%
Cc1cccc(-c2nn3c(=O)cc(CN4CCN(S(=O)(=O)c5ccc(Cl)cc5)CC4)nc3s2)c1	-4%
CCOc1ccc(Oc2ccc(Cl)cc2NC(=O)Cn2cnc3c2c(=O)n(C)c(=O)n3C)cc1	10%
CC(=O)Nc1ccc2nc(-c3ccccc3C)oc2c1	?
Cc1noc(C)c1CCC(=O)N1CCC(C2CCN(S(C)(=O)=O)CC2)C1 (stereo unspecified)	8%
CNC(=O)/C(C#N)=C/c1cn(CC(=O)NCc2ccco2)c2ccccc12	0%
COc1cccc(/C=C/c2nc(C#N)c(N3CCCCC3)o2)c1	?

Seven compounds picked at random from the list so far:
SMILES	KDM5B inhibitor
CCCc1c(C(=O)N/N=C(/C)c2ccncc2)nnn1-c1nonc1N	-5%
CCN(CC)C(=O)[C@@H](C)C1CC[C@@]2(C)Cc3sc(Nc4c(Cl)cccc4Cl)nc3[C@@H](C)[C@@H]2[C@H]1O (stereo partly specified)	-27%
CN1Cc2ccc(NCc3ccccc3)nc2C(C)(C(=O)NC2CCC2)C1 (stereo unspecified)	6%[86.2 µM]
O=C(C1CC(=O)N(c2ccc(Cl)cc2)C1)N1CCCCCC1 (stereo unspecified)	-13%
CC(=O)Nc1ccc2nc(-c3ccccc3C)oc2c1	?
CCOC(=O)c1cc(S(=O)(=O)N2CCN(c3ccc(OC)cc3)CC2)[nH]n1	-26%
COc1ccc(CCNc2nc3ccc(C)cc3n3cnnc23)cc1OC	-18%

Later entries:
SMILES	KDM5B inhibitor
CC(C)CN(CCNC(=O)c1cc(=O)[nH]c2ccc(S(=O)(=O)N3CCCCCC3)cc12)CC(C)C	-16%
Cc1cccc(C)c1OC1CN(c2cc(C3CC(O)C3)nc(N)n2)C1 (stereo unspecified)	-2%
COc1cc2c(c(OC)c1)C(c1ccccc1)C1=C(CCCC1=O)N2 (stereo unspecified)	69%[activator]
CCCS(=O)(=O)NCC1Cn2cccc2C(=O)N1Cc1ccccc1 (stereo unspecified)	-32%
N#Cc1c(N)n[nH]c1CCCNc1nc(-c2cccnc2)nc2ccccc12	16%
COc1ccc(-n2ncc(C(=O)Nc3ccc4c(c3)OCCO4)c2C2CCN(C(=O)OC(C)(C)C)CC2)cc1	-25%
O=S(=O)(NCC1(c2ccccc2)CC1)c1cc(F)ccc1F	14%
COC(=O)CNC(=O)c1nc(C(C)(C)C)c2cnccn12	112µM*
COc1cccc(CNCc2c(C(=O)O)n(Cc3ccc(C)cc3)c3cc(C)ccc23)c1OC	-20%
CC(=O)N1CC2(CCCN(Cc3cccnc3)C2)Cc2ccccc21 (stereo unspecified)	-5%[149 µM]
CSc1nc(-c2ccc(F)cc2)nc2c1Cc1c(CO)cnc(C)c1O2	-4%
Cc1ccc(NC(=O)CN2C(=O)CCc3cc(S(=O)(=O)N4CCCC4)ccc32)cc1F	8%
CC1(C(=O)NCc2cnccn2)CCCc2cnc(Nc3ccccc3F)nc21 (stereo unspecified)	-26%[86.2 µM]
Cc1ccccc1CN1C(=O)c2ccccc2Sc2ccc(C(=O)NCc3ccccc3)cc21	-18%
O=C(NCc1nnc2ccc(-c3ccccc3)nn12)C1CCCCC1	?
Cn1c(SCC(=O)Nc2ccccc2C(F)(F)F)nc2c(c1=O)SCC2	18%
CNC(=O)[C@@H]1C[C@H](Oc2cccnc2)CN1C(=O)c1n[nH]c2ccccc12	-5%
C/C(=C\c1ccccc1F)C(=O)c1c(C)cc(C)[nH]c1=O	3%
COCC(=O)N1CCC2(CC1)SCC(=O)N2c1ccc(Cl)cc1	7%
Cc1noc(C)c1CC(=O)N1CCC2(CC1)CN([S+](C)(=O)[O-])Cc1ccccc1O2	-10%[115 µM]
CCOC(=O)C1CCCN(c2c(NCCc3ccccc3)c(=O)c2=O)C1 (stereo unspecified)	19%
COc1ccc(NC(=O)Cn2c(=O)n(-c3ccccc3)c(=O)c3c4c(sc32)CCCC4)c(OC)c1	3%
CC(C)c1ccc(CN2C[C@@H]3C(=O)N(Cc4ccc5c(c4)OCO5)C(=O)[C@@H]3C2)cc1	-1%
NC(=O)c1cccnc1N1CCN(CC2(O)CNCCOC2)CC1 (stereo unspecified)	-29%
CCOc1ccc(N(C)S(=O)(=O)c2csc(C(N)=O)c2)cc1	26%

KDM5B inhibitor: entries above that show a hit.
SMILES	KDM5B inhibitor
COC(=O)CNC(=O)c1nc(C(C)(C)C)c2cnccn12	112µM*

Remaining list, next part.
SMILES	KDM5B inhibitor
Cc1ccccc1/C=C1\CCc2ccccc2C1=O	22%
CC(=O)N1CCN(c2csc3ccc(Br)cc3c2=O)CC1	?
Cc1ccc2nc(Nc3nc(CSc4ncccn4)cc(=O)[nH]3)nc(C)c2c1	-29%
Cn1cc(C(=O)N2CCC3(CC2)CN(Cc2ccccc2)CC3CO)cn1 (stereo unspecified)	-16%
CCC(C)(C)c1ccc2c(C(=O)N3C[C@H](N)C[C@H]3C(=O)NC)csc2c1	-16%
Cc1cc(OCC(=O)NC(C)C)c2c(C)c(C)c(=O)oc2c1	?
O=c1c2c(-c3ccccc3)ccnc2[nH]n1-c1ccccc1	4%
COc1cccc(CC(=O)N2CCCn3nc(C)c(-c4ccnn4C(C)C)c32)c1	-6%[86.2 µM]
CCN(C(=O)Cn1c(=O)n(Cc2ccccc2)c(=O)c2c1c1cc(OC)ccc1n2C)c1ccccc1	?
COc1ccc(NC(=O)C2CC(=O)N(c3n[nH]c4ccccc34)C2)c(OC)c1 (stereo unspecified)	-3%
Cc1ccccc1N1Cc2c(NC3CCCCC3)ncnc2N(C)CC1=O	-11%
Cc1ccc(-c2cc(C(=O)NCC(c3ccccc3)N(C)C)c3ccccc3n2)o1 (stereo unspecified)	?
CC(C)NC(=O)c1cccc2c1CCCN2CC(=O)NC1CCCC1	?
CN(C)c1cccc(Nc2cc3c(cn2)NCCN(Cc2ccccc2)C3)c1	25µM*
N#Cc1ccc(CSc2ccc3c(c2)OCCO3)cc1	15%
CCOc1ccc(CNC(=O)c2ncoc2-c2cccc(Cl)c2)cc1OC	-29%
Cc1cc(C=O)cc(C)c1O	21%
CCn1c(CN(C)C)nnc1C1CCN(C(=O)c2ccn(C(F)F)n2)CC1	-19%
O=C(NCc1ccccc1Cl)c1ccc2c(c1)ncn2-c1cccc(F)c1	?
O=C(O)CNC(=O)C12CC3CC(CC(C3)C1)C2	13%
O=C(c1ccc2c(c1)OCCO2)C1CCN(C(=O)c2ccccc2)CC1	-10%

In the list so far, these have a nitro group on carbon.
SMILES	KDM5B inhibitor
Cc1ccccc1C(=O)N1CCN(c2ccc([N+](=O)[O-])c(-n3nc(C)c4ccccc4c3=O)c2)CC1	9%
CCc1ccc2oc(-c3cccc(NC(=O)c4ccc([N+](=O)[O-])o4)c3)nc2c1	-2%
O=C(OCC(=O)c1c[nH]c2ccccc12)c1ccccc1C(=O)c1ccc(Cl)c([N+](=O)[O-])c1	10%

Some of the compounds tested; rates above refer to the full screens.
